Source: PubChem BioAssay (National Center for Advancing Translational Sciences (NCATS))
HEK293 tox = Cytotoxic Profiling in HEK 293 Cell Line of Diverse Libraries Using Quantitative High-Throughput Screening; Potency, µM (series often up to 115 µM), inactives show at the highest dose activity change, negative = cytotoxicity, hits mostly inhibitors; AID 1345083, 2018; HEK 293 viability, ATP luminescence (CellTiter-Glo), 48-72 h; hit rate 6.6% among 94,000; also: potency is read from the fitted curve at half-maximal effect; nearly all actives have a fitted effect of over 60% in size
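HEK 293 seeded at 250 cells/well receive compound via pintool. After 48 or 72 hr at 37 degree Celsius, 5% CO2 and 95% humidity, CellTiter-Glo is dispensed and luminescence read following 10 min at room temperature.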
IP6K1 inh = Primary qHTS assay for small molecule inhibitors of Inositol hexaphosphate kinase 1 (IP6K1); hit rate 0.81% among 140,000; IP6K1 kinase, ADP-Glo luminescence, 2 h; stronger effect = lower value; Inositol hexakisphosphate kinase 1 (Homo sapiens), Q92551; activity change, % (series mostly up to about 58 µM); in the data active = activity change below about -25%
Target sequence (Q92551 whole entry, looked up): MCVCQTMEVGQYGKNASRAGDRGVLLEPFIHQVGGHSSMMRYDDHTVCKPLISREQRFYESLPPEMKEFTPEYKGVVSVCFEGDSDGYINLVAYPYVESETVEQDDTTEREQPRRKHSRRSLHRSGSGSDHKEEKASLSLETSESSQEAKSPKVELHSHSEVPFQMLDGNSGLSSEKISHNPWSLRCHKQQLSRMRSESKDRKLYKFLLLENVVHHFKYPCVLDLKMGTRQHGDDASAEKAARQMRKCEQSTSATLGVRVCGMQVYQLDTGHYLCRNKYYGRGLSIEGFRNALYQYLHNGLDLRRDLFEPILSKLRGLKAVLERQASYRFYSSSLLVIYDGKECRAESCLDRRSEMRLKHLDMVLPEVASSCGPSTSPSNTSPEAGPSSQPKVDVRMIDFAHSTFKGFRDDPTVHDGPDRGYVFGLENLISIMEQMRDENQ
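ADP-Glo luminescence measures ADP made by human IP6K1 during a 2 h RT reaction with ATP/IP6 (mix at 1.3 mM/130 uM); top library doses 57.5 and 19.1 uM final.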
GPT2 inhibitor = Primary qHTS assay for inhibitors of Glutamate pyruvate transaminase 2 (GPT2). Alanine aminotransferase 2 (Homo sapiens), Q8TD30. Recombinant GPT2, coupled pyruvate oxidase/HRP Amplex Red fluorescence. Potency, µM (top dose mostly 57.7 µM), for inactives: top-dose activity change, negative = inhibition, actives largely listed as inhibitors. hit rate 0.25% among 100,000; also: potency is read from the fitted curve at half-maximal effect; nearly all actives have a fitted effect of over 60% in size; many of its hits are not listed in these tables
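GPT2 10ng/uL, a-KG 250uM, L-Ala 2mM, HEPES pH7.5 + 0.0001% Tween; 30 min RT. Then Amplex mix (PO/HRP/ThPP), 30 min RT dark, fluorescence. AOA 50uM used as positive control.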
SNCA expr inh = Primary qHTS assay for inhibitors of alpha-synuclein gene (SNCA) expression. Potency, µM (series often up to 57.2 µM), for the others: at the top dose activity change, negative = inhibition, hits mostly inhibitors. hit rate 0.17% among 140,000. HEK-293 SNCA-luciferase knock-in, luminescence, 24 h. AID 1671194, 2021;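 also: potency is read from the fitted curve at half-maximal effect; plate controls were DMSO cells for no effect and cell-free wells for full effect; nearly all actives have a fitted effect of over 45% in size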
FLuc inh = Firefly luciferase inhibition profiling of diverse chemical library using quantitative high-throughput screening; Potency, µM (titrated, usually from 115 µM), inactives show top-dose activity change, negative = inhibition, hits mostly inhibitors; Luciferin 4-monooxygenase (Photinus pyralis), P08659; purified P. pyralis luciferase, luminescence, biochemical; hit rate 2.5% among 76,000; also: potency is read from the fitted curve at half-maximal effect; nearly all actives have a fitted effect of over 65% in size
Target sequence (P08659 whole entry, looked up): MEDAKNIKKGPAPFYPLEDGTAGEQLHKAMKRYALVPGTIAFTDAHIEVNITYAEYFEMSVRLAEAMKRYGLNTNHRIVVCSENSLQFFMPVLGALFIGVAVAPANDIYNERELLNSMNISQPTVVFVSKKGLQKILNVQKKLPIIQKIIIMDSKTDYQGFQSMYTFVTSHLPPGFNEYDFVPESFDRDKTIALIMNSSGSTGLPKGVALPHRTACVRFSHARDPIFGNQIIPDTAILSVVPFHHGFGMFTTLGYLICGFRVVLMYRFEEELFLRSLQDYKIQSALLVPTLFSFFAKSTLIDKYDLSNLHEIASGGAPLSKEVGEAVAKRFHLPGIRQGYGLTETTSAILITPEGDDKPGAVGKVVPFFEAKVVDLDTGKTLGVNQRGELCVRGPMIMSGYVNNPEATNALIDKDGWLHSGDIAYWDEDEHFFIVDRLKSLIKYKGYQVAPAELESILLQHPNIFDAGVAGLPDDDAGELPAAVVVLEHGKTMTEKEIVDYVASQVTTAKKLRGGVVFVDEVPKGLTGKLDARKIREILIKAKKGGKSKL
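Inhibitors were tested against purified firefly luciferase in a biochemical, low-substrate format (both substrates at 10uM) and luminescence measured with a CCD imager.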
3T3 cytotox = Cytotoxic Profiling in NIH 3T3 Cell Line of Diverse Libraries Using Quantitative High-Throughput Screening; NIH 3T3 viability, CellTiter-Glo ATP luminescence, 48-72 h; AID 1345082, 2018; Potency, µM (highest dose often 96.7 µM), without a hit: top-dose activity change, negative = cytotoxicity, most hits filed as inhibitors; hit rate 4.3% among 94,000; also: potency is read from the fitted curve at half-maximal effect; nearly all actives have a fitted effect of over 55% in size
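Cytotoxicity is measured as loss of cellular ATP: NIH 3T3 cells (400/well) are exposed to compound for 48 or 72 hr at 37 °C, then CellTiter-Glo luminescence is imaged after 10 min at room temperature.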
HEK293 viab = GF-AFC viability counterscreen for inhibitors of alpha-synuclein gene (SNCA) expression; HEK-293-SNCA-luc viability, GF-AFC fluorescence, 24 h; Potency, µM (series often up to 57.1 µM), for inactives: at the top dose activity change, negative = cytotoxicity, most hits filed as cytotoxic; hit rate 0.12% among 150,000;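 also: potency is read from the fitted curve at half-maximal effect; 0% = DMSO-treated cells and -100% = medium-only wells without cells; nearly all actives have a fitted effect of over 30% in size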
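HEK-293-SNCA-luc cells (1500/well) plated 24 h, then exposed 24 h to a dilution series; GF-AFC added 30 min at 37C, fluorescence 405/540 nm; normalised to medium-only and DMSO wells, Hill fit.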
Active calls of the source: *; i = inactive; ? = inconclusive; nt = not tested or not shown; [ ] = dose if it differs, or a comment. Unless noted, calls follow the shape of the dose curve; as a rule, active = well fitted curve in the direction sought with a large enough effect; inconclusive = small, poorly fitted or top-dose-only effect, or another doubt; inactive = no such curve, though single readings can be large; an effect the other way counts as inactive or inconclusive. Unless noted, % is scaled to controls: 0 for no effect and ±100 for the full control effect.

Preview, 2 compounds:
SMILES	HEK293 tox	IP6K1 inh	GPT2 inhibitor	SNCA expr inh	FLuc inh	3T3 cytotox	HEK293 viab
O=C(CC1CC1)N1CCC(Oc2cnc3c(ccn3-c3cncnc3)c2)CC1	?	6	-10%[88.5 µM]	-11%[87.6 µM]	3%[172 µM]	?	4%[87.6 µM]
Cc1ncsc1CN1C(=O)CO[C@H](c2ccc(NC(=O)CC(C)C)cc2)[C@H]1CO	-2%[172 µM]	-13	-2%[88.5 µM]	-20%[87.6 µM]	-3%[172 µM]	i	7%[87.6 µM]

Results (from the top)
SMILES	HEK293 tox	IP6K1 inh	GPT2 inhibitor	SNCA expr inh	FLuc inh	3T3 cytotox	HEK293 viab
O=C(CC1CC1)N1CCC(Oc2cnc3c(ccn3-c3cncnc3)c2)CC1	?	6	-10%[88.5 µM]	-11%[87.6 µM]	3%[172 µM]	?	4%[87.6 µM]
Cc1ncsc1CN1C(=O)CO[C@H](c2ccc(NC(=O)CC(C)C)cc2)[C@H]1CO	-2%[172 µM]	-13	-2%[88.5 µM]	-20%[87.6 µM]	-3%[172 µM]	i	7%[87.6 µM]
O=C(c1ccc(Cl)nc1)N1CCC(C(=O)N2CCCC(c3nc4ncccc4[nH]3)C2)CC1 (configuration not stated)	i	2	i	14%	nt	1%	7%
C[N+](C)(CCOc1ccccc1)Cc1cccs1	nt	-3	i	27%[25.6 µM]	nt	nt	-15%[23.9 µM]
COCCN1C(=O)c2cccn2CC1CNC(=O)NCc1ccc(OC)cc1 (configuration not stated)	-17%	-7	i	-10%	0%	?	-5%
COc1ccccc1CNC(=O)Cc1csc2nc(-c3ccccc3)cn12	nt	-7	nt	7%	nt	nt	-7%
c1ccc(Nc2cc3c(cn2)CN(Cc2ncc[nH]2)CCN3)cc1	?	-18	i	120%[activator][87.6 µM]	18µM*	?	-11%[87.6 µM]
O=C(Cc1ccccc1)N1CCC2(CC1)COc1ccccc1NC2=O	-6%	7	-23%	14%	-9%	?	?
COc1ccccc1CCNC(=O)Cc1c(C)c2cc3c(C)coc3cc2oc1=O	nt	-2	nt	26%	nt	nt	7%
CC(C)c1nncn1C1CCN(S(=O)(=O)c2ccc(F)c(Cl)c2)CC1	-6%	13	i	-12%	6%	-19%	-4%
COc1cc(OC)cc(C(=O)Nc2ccc3oc(-c4ccccc4C)nc3c2)c1	nt	3	nt	?	nt	nt	7%
O=C(NCc1cccc(Cl)c1)c1ccc(NC(=O)N2CC3CCCN3c3ccccc32)cc1 (configuration not stated)	nt	10	nt	-15%	nt	nt	-2%
Cc1cccc(CNC(=O)NCC2CCN(Cc3ccncc3)C2)c1 (configuration not stated)	1%	16	-23%	-24%	5%	-1%	-6%
COc1ccccc1N1CCN(C(=O)c2c(C)oc3ncn(CC(C)C)c(=O)c23)CC1	nt	12	nt	65%[activator]	nt	nt	10%
COc1ccc(N(CC(=O)NCc2ccc(F)cc2)S(=O)(=O)c2c(C)n[nH]c2C)cc1	nt	-13	nt	-12%	nt	nt	6%
CCCCCCCCCCC(C)(C)C(=O)Nc1c(OC)cc(OC)cc1OC	nt	nt	i	?	nt	nt	-13%
CCOC(=O)N1CCc2c(sc3c2c(=O)n(-c2ccc(Cl)cc2)c(=O)n3Cc2cccc(OC)c2)C1	nt	7	nt	?	nt	nt	-1%
COc1cc(CN2CCCC3(C2)CN(C)C(=O)O3)ccc1OCC(N)=O (configuration not stated)	1%	9	?	13%	0%	-18%	-6%
COCCNC(=O)c1nc2cccnc2n(Cc2ccccc2)c1=O	1%	14	i	-8%	nt	-16%	1%
O=C(CCC1CCCN(S(=O)(=O)c2ccccc2F)C1)NCc1cccs1 (configuration not stated)	?	2	i	13%	-4%	-18%	3%
CCC(Sc1nc2cc(OC)c(OC)cc2c2nc(-c3ccccc3)nn12)C(=O)Nc1cccc(C)c1 (configuration not stated)	nt	-7	nt	?	nt	nt	6%
CCOCCCNC(=O)C(c1ccc(C)cc1)N(Cc1cccs1)C(=O)c1ccc(NC(C)=O)cc1 (configuration not stated)	nt	0	nt	-11%	nt	nt	?
COc1ccc(OC)c([S+](=O)([O-])c2nnn3c2nc(N2CCOCC2)c2ccccc23)c1	4%	14	i	20%	nt	-80%	2%
O=C([C@@H]1C[C@H](F)CN1S(=O)(=O)c1ccccc1)N1CCc2ccccc2C1	-19%	-1	-11%	-10%	8%	-1%	-11%
COc1ccc(Cl)cc1NC(=O)CC1CCCCN(C)C1=O (configuration not stated)	-25%	3	?	21%	-5%	-5%	1%
COc1ccc(-c2ccnc(N[C@H]3CO[C@H]4[C@@H]3OC[C@@H]4NC(=O)c3ccc(C)cc3)n2)cc1	?	-14	2%	-17%	3%	?	4%
CN(C)C[C@@H]1CN(c2ncccn2)C[C@H]1NC(=O)NCc1ccco1	-6%	-1	-3%	-5%	-15%	-15%	12%
Cc1cnc(C(=O)N2CCCC2c2nc(C3CCOCC3)no2)cn1 (configuration not stated)	-7%	11	?	-20%	-1%	-5%	-3%
O=C(Nc1ccc2n(c1=O)C[C@H]1C[C@@H]2CN(C(=O)c2ccc(-c3ccccc3)cc2)C1)c1ccco1	?	-3	1%	1%	6%	?	-3%
CCCN(CC1CCOC1)C(=O)Nc1cccc(Cl)c1C (configuration not stated)	-14%	7	i	4%	-5%	-14%	-6%
CCOc1ccc(C(=O)NCC(c2ccco2)S(=O)(=O)c2ccc(C)cc2)cc1 (configuration not stated)	nt	1	nt	23%	nt	nt	-4%
O=C(COc1ccc(F)cc1)OCc1cc(=O)n2nc(-c3cccs3)sc2n1	nt	-6	nt	-10%	nt	nt	-6%
CCCCOc1cc(C(=O)NCCN(CC)CC)c2ccccc2n1	nt	-14	?	36%[25.6 µM]	nt	nt	44%[23.9 µM]
CN1C(=O)CO[C@H](c2ccc(NC(=O)c3ccc(-c4ccccc4)cc3)cc2)[C@H]1CO	?	14	i	?	-13%[172 µM]	?	-8%[87.6 µM]
OCC1CN(c2ncccn2)CC12CCN(Cc1cccc3[nH]ccc13)CC2 (configuration not stated)	79µM*	1	i	37%[activator]	-14%	?	-1%
Cc1cc(C[C@@H]2COC[C@@H]2NC(=O)Cn2nc(C)n(-c3ccccc3)c2=O)on1	i	-9	1%	-7%	-5%	3%	-16%
O=C1c2ccccc2C(=O)C1(c1ccccc1)N1CCN(c2cccc(Cl)c2)CC1	nt	-13	nt	-33%	nt	nt	-6%
CCCOc1ccc(C(=O)Nc2cc3nn(-c4ccc(CC)cc4)nc3cc2C)cc1	nt	-2	nt	42%[activator]	nt	nt	0%
CCn1c(=O)c2cc(C(=O)NCCCN3CCN(C)CC3)sc2c2ccccc21	nt	6	nt	31%[activator]	nt	nt	-16%
Cn1cnc(S(=O)(=O)N2CCCC(C(=O)NCCCN3CCCCCC3)CCNC(=O)CC2)c1 (configuration not stated)	?	10	i	17%	0%	?	-3%

Reprinted at random: 5 compounds from above, in no set order.
SMILES	HEK293 tox	IP6K1 inh	GPT2 inhibitor	SNCA expr inh	FLuc inh	3T3 cytotox	HEK293 viab
CC(C)c1nncn1C1CCN(S(=O)(=O)c2ccc(F)c(Cl)c2)CC1	-6%	13	i	-12%	6%	-19%	-4%
CCn1c(=O)c2cc(C(=O)NCCCN3CCN(C)CC3)sc2c2ccccc21	nt	6	nt	31%[activator]	nt	nt	-16%
CCOCCCNC(=O)C(c1ccc(C)cc1)N(Cc1cccs1)C(=O)c1ccc(NC(C)=O)cc1 (configuration not stated)	nt	0	nt	-11%	nt	nt	?
CCCOc1ccc(C(=O)Nc2cc3nn(-c4ccc(CC)cc4)nc3cc2C)cc1	nt	-2	nt	42%[activator]	nt	nt	0%
Cn1cnc(S(=O)(=O)N2CCCC(C(=O)NCCCN3CCCCCC3)CCNC(=O)CC2)c1 (configuration not stated)	?	10	i	17%	0%	?	-3%

Later entries.
SMILES	HEK293 tox	IP6K1 inh	GPT2 inhibitor	SNCA expr inh	FLuc inh	3T3 cytotox	HEK293 viab
Cc1oc2ncn(CC(C)C)c(=O)c2c1C(=O)NCCc1ccc(Cl)cc1	nt	31	nt	2%	nt	nt	4%
COCCc1noc(-c2ccccc2OC2CN(C(=O)Cc3c[nH]c4ccccc34)C2)n1	?	2	-4%	-2%	3%	-27%	-28%
c1cncc(CN2CCC(Oc3nccnc3N3CCc4ccccc43)C2)c1 (configuration not stated)	?	5	4%	-11%	4%	-14%	-20%
CC(=O)N1CCC(N2CCN3C(=O)N(c4ccccc4)C[C@H]3C2)CC1	i	21	-6%[88.5 µM]	19%[87.6 µM]	-6%[172 µM]	1%[174 µM]	-2%[87.6 µM]
COCCCNC(=O)CCN(CCCOC)C(=O)c1cc(C)oc1C	-11%	1	-12%	6%	-6%	2%	15%
COc1ccc2sc(N(Cc3cccnc3)C(=O)C3CCCCC3)nc2c1	nt	-3	nt	?	nt	nt	?
Cc1noc(C)c1CC(=O)N1CCC(CC(=O)N(C)Cc2ccccc2)C1 (configuration not stated)	-17%	-13	i	-6%	-17%	-6%	3%[12.5 µM]
CCCNC(=O)N1C[C@@H]2CCCN3CCC[C@@H]([C@H]23)[C@H]1CCCC(=O)NCC1CC1	6%	17	i	?	2%	i	4%
c1ccc(OCC2CN(Cc3ccc4[nH]ccc4c3)CC23CN(c2ccccc2)C3)cc1 (configuration not stated)	28µM*	-1	-33%[88.5 µM]	20µM*	-22%[172 µM]	25µM*	?
CCn1cnnc1-c1nn(C)c2c1CN(C(=O)CC(C)C)CC2	i	-14	i	-28%	6%	i	3%
COC1CN(c2ccc(C)cc2)C12CCN(C(=O)COc1ccc(F)cc1)CC2 (configuration not stated)	?	10	i	-26%	1%	?	0%
COc1cccc(-c2noc(CC3CCN(C(=O)c4ccc(OC)cc4C)CC3)n2)c1	?	4	-9%	-19%	9%	?	-19%
COC(=O)[C@@H]1Cc2ncn(Cc3ccc(OC)cc3)c2CN1S(=O)(=O)c1ccc(OC)cc1	-5%	22	-12%	2%	0%	?	-27%
CC(C)(C)c1ccc(-c2cc(C[C@H]3CNCC[C@H]3CC(=O)N3CCC(Cc4ccccc4)CC3)no2)cc1	-9%	8	i	-4%	10%	-5%	1%
COc1cccc(NC(=O)NC[C@@H]2C=C(C)[C@H](CC(=O)N3CCOCC3)C[C@H]2C(C)C)c1	-16%	-15	i	-2%	?	-29%	-11%
